# ROC1-CUL1 inh – human ROC1-CUL1 E3 ligase inhibition; P62877+Q13616; in vitro K48 di-Ub FRET, acceptor:donor ratio, 45 min; inhibition, % at 10 µM; 140,000 tested, 0.6% active; in the data active = inhibition above about 25%
# Target sequence (P62877 whole entry, looked up): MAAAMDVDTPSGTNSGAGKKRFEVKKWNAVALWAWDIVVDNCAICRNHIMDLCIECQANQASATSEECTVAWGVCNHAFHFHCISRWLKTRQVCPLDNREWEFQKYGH
# Target sequence (Q13616 whole entry, looked up): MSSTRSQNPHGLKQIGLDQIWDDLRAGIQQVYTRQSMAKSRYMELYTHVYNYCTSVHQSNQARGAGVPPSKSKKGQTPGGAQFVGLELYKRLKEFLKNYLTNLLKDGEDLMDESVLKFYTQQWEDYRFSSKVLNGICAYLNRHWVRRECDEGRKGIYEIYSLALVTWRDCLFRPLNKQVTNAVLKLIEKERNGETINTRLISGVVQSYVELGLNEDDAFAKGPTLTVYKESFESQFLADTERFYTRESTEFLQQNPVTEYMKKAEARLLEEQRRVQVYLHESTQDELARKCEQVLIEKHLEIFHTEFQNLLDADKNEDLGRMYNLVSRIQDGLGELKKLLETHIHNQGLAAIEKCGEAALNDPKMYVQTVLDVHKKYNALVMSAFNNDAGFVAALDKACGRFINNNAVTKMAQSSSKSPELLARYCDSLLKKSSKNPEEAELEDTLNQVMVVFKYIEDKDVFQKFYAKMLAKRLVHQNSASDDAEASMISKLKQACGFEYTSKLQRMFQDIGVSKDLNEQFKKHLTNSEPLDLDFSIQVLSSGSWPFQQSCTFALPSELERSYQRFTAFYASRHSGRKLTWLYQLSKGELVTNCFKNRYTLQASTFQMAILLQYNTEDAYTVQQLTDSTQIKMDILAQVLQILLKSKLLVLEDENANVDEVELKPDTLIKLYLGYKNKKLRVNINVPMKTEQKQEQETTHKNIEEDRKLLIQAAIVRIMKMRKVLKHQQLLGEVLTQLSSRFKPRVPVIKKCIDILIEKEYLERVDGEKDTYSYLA
# * = called active by the depositor. Some of the compounds tested (hit frequency here may not be typical).
# A first look:
SMILES,ROC1-CUL1 inh
COCCNC(=O)c1ccc(Cn2c(SCC(=O)NC(C)C)nc3ccccc3c2=O)cc1,-8
CSc1nc(Oc2ccc(NC(C)=O)cc2)cc(-n2cncn2)n1,-2
COc1ccc(C2C(C(=O)Nc3ccccc3)=C(C)N=c3s/c(=C/c4ccc(Br)s4)c(=O)n32)cc1 (configuration not stated),1
Cc1cc(N2CCCCC2)nc2ccc(NC(=O)/C=C/c3ccccc3Cl)cc12,-3
Cc1ccc(C(C)C)cc1OCC(=O)N/N=C/c1ccc([N+](=O)[O-])s1,-9

# All compounds of this part, previewed entries included:
SMILES,ROC1-CUL1 inh
COCCNC(=O)c1ccc(Cn2c(SCC(=O)NC(C)C)nc3ccccc3c2=O)cc1,-8
CSc1nc(Oc2ccc(NC(C)=O)cc2)cc(-n2cncn2)n1,-2
COc1ccc(C2C(C(=O)Nc3ccccc3)=C(C)N=c3s/c(=C/c4ccc(Br)s4)c(=O)n32)cc1 (configuration not stated),1
Cc1cc(N2CCCCC2)nc2ccc(NC(=O)/C=C/c3ccccc3Cl)cc12,-3
Cc1ccc(C(C)C)cc1OCC(=O)N/N=C/c1ccc([N+](=O)[O-])s1,-9
O=c1[nH]c2cccnc2c2ccsc12,7
Fc1ccc(-c2nc(=S)[nH][nH]2)cc1,1
CCn1cc(Br)c(C(=O)n2cc(Br)cn2)n1,-10
O=C(OC1OC(=O)C(Cl)C1=Nc1ccc(Oc2ccccc2)cc1)c1ccccc1 (configuration not stated),3
CCc1ccc(C(=O)N2CCN(S(=O)(=O)c3ccc(F)cc3)CC2)s1,8
COc1ccccc1NC(=O)CSc1nc2c(oc3ccccc32)c(=O)n1Cc1ccco1,-2
Cn1c(SCC(=O)c2ccc(Br)cc2)nnc1-c1cccc(N)c1,-2
CCCC1(C2CCN(C/C=C/c3ccco3)CC2)NC(=O)N(CCC2CCCN2C)C1=O (configuration not stated),1
COc1ccc(OCCSc2nnnn2-c2ccccc2)cc1,0
Cc1cccc(C)c1N1CC/C(=C\N=C=O)C1=S,-3
Cc1ccccc1CNC(=O)c1cccc(NC(=O)c2nsc3ccccc23)c1,4
COc1cc(NC(=O)CCc2c(C)nn(-c3ccc4nnc(C)n4n3)c2C)cc(OC)c1OC,1
Cc1cccc(N2C(=O)CC(N3CCN(Cc4ccc5c(c4)OCO5)CC3)C2=O)c1 (configuration not stated),3
CC(C)(C)NC(=O)CN(C1CCCCC1)S(C)(=O)=O,-5
CCCCOc1ccc(C(=O)Nc2cc(-c3cn4cccnc4n3)ccc2OC)cc1,-3
CCOc1ccc2nc(N3CCCC(C(=O)Nc4ccc(OC)c(Cl)c4)C3)sc2c1 (configuration not stated),-9
CCN(CCCNC(=O)CSc1cc(=O)n(C)c2cc(Cl)ccc12)c1ccccc1,-5
CCOC(=O)CCCCC(=O)C1NC(=O)N=C1CNc1sc2c(c1C(=O)OCC)CCCC2 (configuration not stated),-1
Cc1c(Cl)cccc1NC(=O)COc1ccc(S(=O)(=O)NCc2ccccc2)cc1,6
COc1cc(C(=O)NC2CC(=O)N(c3cccc(F)c3)C2)cc(OC)c1OC (configuration not stated),8
O=C(Cn1ncc2c([nH]c3ccccc32)c1=O)NCc1cccc(Cl)c1,5
C[C@@H]1CN(C(=O)c2coc(CN3CCN(Cc4ccccc4)CC3)n2)C[C@H](C)O1,1
COc1cccc(CNC(=O)Cn2ncn3nc(-c4cccs4)cc3c2=O)c1,2
Brc1ccc(C2Nc3cccc4cccc(c34)N2)s1,-3
CCc1ccc(-n2nc3ccc(NC(=O)c4ccc(C#N)cc4F)cc3n2)cc1,0
CCCCOC(=O)c1ccc(NC(=S)NC(=O)c2ccc(Cn3cc(Cl)cn3)o2)cc1,-3
Cc1cc(C(=O)O)ccc1N=Cc1cc(Cl)cc(Cl)c1O,4
CN1CCN(c2ncc3c(n2)CCN(Cc2cc(Br)cs2)C3)CC1,3
CCOC(=O)c1ccc(NC(=O)CN2c3ccccc3S(=O)(=O)c3ccccc32)cc1,-3
CCN(CC)c1ccc(-n2c(O)c(C=C3C=Nc4ccccc43)sc2=S)cc1,3
CCC(=O)N[C@@H]1c2ccccc2C2(CCN(Cc3c(F)ccc(F)c3F)CC2)[C@H]1OCCOC,1
Cc1ccc(-c2nnc(SCC(=O)NC3CCCCC3)n2N)cc1,-11
Cc1nc(N2CCCCCCC2)ncc1C(C)NC(=O)CN1CCCC1=O (configuration not stated),-6
Cc1cc(C)cc(NC(=O)/C(C#N)=C/c2c(O)ccc3ccccc23)c1,2
Clc1ccc(-c2noc(CN(Cc3ccncc3)CC3CCCO3)n2)cc1 (configuration not stated),-2
C=CCOC(=O)C1=C(C)N=C(SCC(=O)NC(=O)OCC)C(C#N)C1c1cccnc1 (configuration not stated),2
COC(=O)C1=C(C)N(c2ccc(OC)cc2)C(=O)C1,1
O=C(c1ccc(C#Cc2ccccc2)o1)N1CCN(c2ccccn2)CC1,-4
CCOC(=O)c1cnc2c(ccc3ccccc32)c1Nc1ccc(OC)cc1OC,-2
CCNc1nc(NCC)nc(OCCNC(=O)COc2ccc(Cl)cc2Cl)n1,13
CN(C)c1ccc(/C=C2\SC(=N)N(c3nccs3)C2=O)cc1,-6
Cc1cc2[nH]c(=O)c(=O)[nH]c2cc1S(=O)(=O)N1CCN(c2ccccc2)CC1,3
Cc1ccc2c(c1)-c1c(ssc1=S)C(C)(C)N2C(=O)c1ccc(Cl)cc1,-8
c1ccc2c(c1)ccc1ncc3sc4sccc4c3c12,-4
CCOC(=O)c1cnc2c(-c3ccc(F)cc3)c(C)nn2c1N,-9
C#CC(C)(CC)NC(=O)Cn1nnc(-c2ccc(OCc3ccccc3C)cc2)n1 (configuration not stated),-13
CC(C)(CO)NC(=O)C1CCN(S(=O)(=O)c2ccccc2)CC1,2
Cc1ccc(CN2CCC(CNC(=O)Nc3ccccc3F)CC2)cc1,4
CC(=O)N1CCCN(C2CCN(c3ccc(NC(=O)CCc4ccccc4)cc3)CC2)CC1,10
OC(COCCC12CC3CC(CC(C3)C1)C2)CN1CCN(c2cccc(Cl)c2)CC1 (configuration not stated),-1
Cc1ccc(S(=O)(=O)NNC(=O)COc2ccccc2C)cc1,2
CCOc1cc(-n2ncc(OCC)c(Cl)c2=O)nc(SC)n1,1
COc1cc(C=C2C(=O)OC(C)(C)OC2=O)ccc1OCc1ccccc1,11
Cc1ccc2oc(C(=O)NCC3CCOCC3)c(C)c2c1,-5
CCOc1ccc(-c2c(C)nn3c(C)c(C(=O)NC(C)c4ccccc4)cnc23)cc1OCC (configuration not stated),2

# The listing continues:
SMILES,ROC1-CUL1 inh
COc1ccccc1NC(=O)c1ccc(COc2ccc(C)c(C)c2)o1,10
COc1ccc(CC(=NC(=O)c2ccccc2OC)C(=O)Nc2ccc(C(=O)O)cc2)cc1,0
CCOC(=O)C1CCCN(C2CCN(c3ccc(NC(=O)COc4ccccc4)cc3)CC2)C1 (configuration not stated),0
Cc1ccc(Nc2nc3ccccc3n3nnnc23)cc1,-3
CC(=O)N1CCN(CC(=O)Nc2cc(Cl)cc(Cl)c2)CC1,13
O=[N+]([O-])CC(c1ccccc1Cl)c1c(-c2ccccc2)n(O)c2ccccc12 (configuration not stated),-1
O=C(/C=C/c1c[nH]c2ccccc12)OCC(=O)c1ccc(F)cc1,-8
O=C(NC1CC1)c1cccnc1N1CCc2[nH]nc(C3CCC3)c2C1,9
COc1ccc(/C=C2\SC(=Nc3ccccc3C)N(c3ccccc3C)C2=O)cc1OC,3
O=C(Cn1nnc(-c2ccccc2)n1)Nc1ccc(OC(F)(F)Cl)cc1,3
COc1cc(NC(=O)Nc2cccc(-c3noc(C)n3)c2)cc(OC)c1OC,-9
Cc1[nH]n(-c2ccccc2)c(=O)c1C(c1cccc(OCc2ccc(Cl)cc2)c1)c1c(C)[nH]n(-c2ccccc2)c1=O,10
CSc1ccc(Cl)c(C(=O)Nc2ccc(NC(=O)C34CC5CC(CC(C5)C3)C4)cc2)c1,-9
S=C(NCc1ccccc1)NNc1nnc(-c2ccccc2)c(-c2ccccc2)n1,-1
CCC(=O)N1CCc2cc(S(=O)(=O)NC(C(=O)NCCc3ccc(C)cc3)C(C)C)ccc21 (configuration not stated),0
CC(C)c1ccc(N2CCN(C(N)=O)CC2)cc1,-1
CC(C)c1nn2c(=O)cc(COC(=O)c3ccccc3NC(=O)COc3ccccc3)nc2s1,7
C/C(=N\NC(=O)C1c2ccccc2Oc2ccccc21)c1cccc(NS(=O)(=O)c2ccccc2)c1,-9
C=CCn1c(SCC(=O)NCc2cc(C(=O)c3ccccc3)ccc2O)nnc1-c1ccc(OC)cc1,2
COc1ccc(NCc2cccc3ccccc23)cc1Cl,2
Cc1ccc(NC(=O)CSc2nc3c([nH]c4ccccc43)c(=O)n2-c2ccccc2)cc1Cl,-6
COc1ccc(C)cc1NC(=O)C1CCN(S(=O)(=O)c2cccc3nonc23)CC1,0
C=CCN1CCN(C(=O)c2cccc(Br)c2)CC1,1
O=[N+]([O-])c1cc(-c2ccncn2)c([N+](=O)[O-])s1,-8
CCn1nc(C)c(CNC(=O)C2CCC(=O)N(CCOC)C2)c1C (configuration not stated),-3
CCc1ccc(Cn2c(CNS(=O)(=O)c3ccc([N+](=O)[O-])cc3)nc3cccnc32)cc1,3
Oc1ccc(/C=N/NC(=S)NCc2ccco2)cc1,-4
CC(C)CC(=O)Nc1ccccc1N1CCN(S(C)(=O)=O)CC1,1
COc1ccc(OC)c(CN2CCN(C(=O)c3cccc(Cl)c3)CC2)c1,1
COCC(=O)Nc1cc(Cl)ccc1C(F)(F)F,1
Cc1ccc(C(=O)OCc2cc(=O)n3nc(CC(C)C)sc3n2)cc1,-3
Cc1cc2c(cc1CNC1CC(C)(C)Cc3nc(C(C)(C)C)ncc31)OCO2 (configuration not stated),-7
Cc1ccc(N2CCN(c3ccc(C)cc3)C2c2cc([N+](=O)[O-])ccc2O)cc1,-3
COCC1CCCN(C(=O)c2ccc(N(C)CCC3CCOCC3)nc2)C1 (configuration not stated),7
Nc1c2c(nc3ccccc13)CSCC2,-1
O=C(Nc1ccccc1F)c1cnsn1,0
COc1ccc(CCC(=O)NCCc2csc(-c3ccc(C(F)(F)F)cc3)n2)cc1,7
Cc1cc(-c2ccc(S(=O)(=O)Nc3cc(Cl)ccc3C)s2)on1,6
O=C(c1cccc(Cl)c1)N1CCN(Cc2ccccc2)CC1,7
CCCCCCCCN1C(=O)C(C=Nc2cc(Cl)ccc2Cl)C(=O)N(CCCC)C1=O (configuration not stated),-1
Cc1cc(C)c2nc(N(Cc3cccnc3)C(=O)Cc3ccccc3)sc2c1,-4
COc1ccc(CC(=O)Nc2ccc(N3CCC(NCC(C)(C)CO)CC3)cc2)cc1,10
Cc1ccccc1CN(c1c(C)n(C)n(-c2ccccc2)c1=O)S(C)(=O)=O,8
Cc1ccc(C)c(CN2C(=O)c3ccccc3S(=O)(=O)c3ccc(C(=O)N4CCN(c5ccccn5)CC4)cc32)c1,-5
CC(=O)c1ccc(NC(=O)c2cc3nc(-c4ccccc4)cc(-c4ccccc4)n3n2)cc1,8

# Four entries out of the list above, ordered by the number in ROC1-CUL1 inh, falling:
Compound | ROC1-CUL1 inh
Cc1c(Cl)cccc1NC(=O)COc1ccc(S(=O)(=O)NCc2ccccc2)cc1 | 6
O=C(Cn1ncc2c([nH]c3ccccc32)c1=O)NCc1cccc(Cl)c1 | 5
CC(C)(C)NC(=O)CN(C1CCCCC1)S(C)(=O)=O | -5
C/C(=N\NC(=O)C1c2ccccc2Oc2ccccc21)c1cccc(NS(=O)(=O)c2ccccc2)c1 | -9

# Some of the entries so far, tab-delimited:
Compound	ROC1-CUL1 inh
O=C(c1cccc(Cl)c1)N1CCN(Cc2ccccc2)CC1	7
Cc1ccc(C(=O)OCc2cc(=O)n3nc(CC(C)C)sc3n2)cc1	-3

# (cont.)
SMILES,ROC1-CUL1 inh
CCN(CC)c1ccc(/C=C2/N=C(c3ccc(OC)c(OC)c3)OC2=O)cc1,21
Cn1c(=O)c2c(c3ccccc31)OC(=O)CC2=O,1
Cc1ncc2c(c1CNC(=O)/C=C/c1ccccc1F)CCN(C(=O)CCOc1ccccc1)C2,8
CC(=O)Nc1ccc(NC(=O)c2sc(C)nc2C)cc1,4
CC(C)N1C(=O)/C(=C/c2ccc3c(c2)OCO3)C(=O)N(Cc2ccco2)C1=O,102*
O=c1[nH]c(-c2ccc([N+](=O)[O-])cc2)c([N+](=O)[O-])c(=O)[nH]1,-4
CCOc1ccccc1N(C)C(=O)Cn1cnc2onc(-c3ccc(F)cc3)c2c1=O,2
CC(C)(C)OC(=O)N1CCC(c2c(C(=O)NCCN3CCOCC3)cnn2-c2cccc(F)c2)CC1,-1
COc1ccc(CCNC(=O)c2cc3nc(-c4cccs4)cc(C(F)(F)F)n3n2)cc1OC,2
Cc1ccc(-n2c3nc(=O)[nH]c(=O)c-3cc3c(C)nn(-c4ccccc4)c32)c(C)c1,4
CCc1ccc(Cn2c(CNS(=O)(=O)c3ccc4c(c3)CCCC4)nc3cccnc32)cc1,4
CN(Cc1ccccn1)Cc1nc(CC2CC2)no1,0
CCOc1ccc(-c2cc(C(=O)N3N=C(C(F)F)CC3(O)C(F)F)c3cc(C)ccc3n2)cc1 (configuration not stated),-8
Cc1cc(C)cc(NC(=S)NC(=O)CCN2C(=O)c3ccccc3C2=O)c1,3
CN(C)c1cc[n+](Cc2c(Cl)cccc2Cl)cc1,3
COc1ccc(CC(=O)Nc2cc(Cl)ccc2O)cc1,0
NN1CC(=O)N(c2ccc(F)cc2)CC1=O,-1
Cc1ccc(C(=O)Sc2nc3ccccc3s2)cc1,6
CN1CCN(C(=O)CCCCCN2C(=O)/C(=C\c3ccccc3)SC2=S)CC1,-5
Cc1ccc2c(c1)N(C(C)C(=O)O)C(=O)CO2 (configuration not stated),0
CCOC(=O)c1c(NC(=O)CN2CCC(C)CC2)sc(C(=O)OC)c1C,-1
CCc1cc2c(=O)c(-c3csc(C)n3)coc2cc1OC(C)C(=O)O (configuration not stated),-9
COC(=O)C1C(C)=Nc2nc(N)[nH]c(=O)c2C1c1ccccc1 (configuration not stated),-5
Cc1nc(CN2CCN(Cc3csc(C)n3)CC2)cs1,-8
CCc1cccc(NC(=O)Cn2c(=O)n(CCC(=O)NCC3CCCO3)c(=O)c3cc(OC)c(OC)cc32)c1 (configuration not stated),-4

# Compound activity as filed in PubChem BioAssay.
